PTAP TSG101 blk: blocks PTAP/TSG101 interaction to inhibit HIV-1 budding; Q99816; Fluorescence polarization, FITC-PTAP peptide / Tsg101 binding; Potency, µM (doses to about 115 µM), inactives show top-dose activity change, negative = inhibition, most hits filed as inhibitors; 340,000 tested, under 10 active; AID 493005; active = well fitted inhibition curve with a large enough effect in the main read-out, with a control signal flat, not every such curve was filed as active; inconclusive = small, poorly fitted or top-dose-only effect, or effect the other way, or a change in a side signal; inactive = no such curve, though single readings can be large or run the other way; note: potency is the fitted concentration of half-maximal effect; % of control where 0% means no effect
Target sequence (Q99816 whole entry, looked up): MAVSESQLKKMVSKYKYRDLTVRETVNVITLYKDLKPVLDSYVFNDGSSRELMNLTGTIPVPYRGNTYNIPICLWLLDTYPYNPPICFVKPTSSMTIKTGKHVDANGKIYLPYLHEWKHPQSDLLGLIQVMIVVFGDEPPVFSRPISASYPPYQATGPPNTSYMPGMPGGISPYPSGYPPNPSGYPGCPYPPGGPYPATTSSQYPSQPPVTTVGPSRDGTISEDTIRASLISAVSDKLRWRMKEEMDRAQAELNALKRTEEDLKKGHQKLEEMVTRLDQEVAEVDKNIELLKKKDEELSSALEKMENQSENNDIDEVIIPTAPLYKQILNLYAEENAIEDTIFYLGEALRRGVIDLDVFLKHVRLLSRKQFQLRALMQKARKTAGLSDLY
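Tsg101 binding domain (10 uM final) was mixed with compound and a FITC-labeled PTAP peptide (50 nM final) in HEPES pH 7.5 buffer with NaCl, Tween 20, EDTA and TCEP; fluorescence polarization was read after 20 min at r.t.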
Chronic BCR inh: blocks chronic active B-cell receptor signaling | Potency, µM (titrated, usually from 46.1 µM), without a hit: at the top dose ratio change, negative = lower green/red ratio, usual class: inhibitors | AID 493014 | ABC-DLBCL IkBa-CBG/CBR reporter, luminescence ratio, 4 h | 340,000 compounds, 0.05% hits; active = well fitted inhibition curve with a large enough effect in the signal ratio, with a control signal flat, not every such curve was filed as active; inconclusive = small, poorly fitted or top-dose-only effect, or effect the other way, or a change in a side signal; the % refers to the signal ratio;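 note: potency is the fitted concentration of half-maximal effect; plate controls were basal doxycycline-induced cells for no effect and cells given 10 µM MG132 for full effect; MG132 reads +100%, hits lower the ratio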
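TMD8 human ABC-DLBCL cells with doxycycline-inducible IκBα–green luciferase fusion and unfused red luciferase, in 0.5% FBS medium; compounds up to 46 uM, 4 h at 37C. Green/red luminescence ratio, filter-overlap corrected, fitted to concentration-response curves.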
Tb PFK block: blocks T. brucei phosphofructokinase. O15648. AID 485367. Potency, µM (series often up to 57.5 µM), for inactives: top-dose activity, negative = inhibition, hits mostly inhibitors. T. brucei PFK, ADP-Glo luminescence. 330,000 compounds, 0.17% hits;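 note: potency is the fitted concentration of half-maximal effect; 0% = uninhibited 1x PFK enzyme wells and -100% = no-enzyme wells; nearly all actives have a fitted effect of over 60% in size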
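In TEA buffer at pH 8.0 with 5 mM MgCl2, enzyme (1.25 nM) converted F6P (0.5 mM) and ATP (0.1 mM) for 45 min at room temperature. ADP product was read by luciferase luminescence.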
TCR activator: T cell receptor activation. primary human leukocytes, anti-CD3, IL-2 HTRF, 48 h. Potency, µM (series often up to 9.22 µM), for inactives: at the highest dose activation of IL-2 secretion, hits mostly activators. 330,000 tested, under 10 active. AID 504894; note: % of control where 0% means no effect
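Human primary leukocytes + a-CD3 beads + cpd, 48 hr; IL-2 in supernatant by HTRF (ex 320nm / em 665nm). No co-stimulatory signal supplied.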
Eya2 inh: blocks the phosphatase activity of human Eya2 | recombinant Eya2, OMFP fluorescence dephosphorylation (OMFP is methylfluorescein phosphate) | 330,000 compounds, 0.006% hits | Potency, µM (titrated, usually from 76.9 µM), for the others: top-dose activity, negative = inhibition, most hits filed as inhibitors | O00167; note: potency is the fitted concentration of half-maximal effect; % is set by controls: 0 for no effect and ±100 for the full control effect
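Eya2 protein (added as 0.2 uM solution) was preincubated with compound for 10 min at ambient temperature in 50 mM HEPES pH 7.5, 50 mM NaCl, 5 uM MgCl2, 0.05% BSA, 1 mM DTT. OMFP (added at 50 uM) then reacted 10 min; fluorescence read at 485/525 nm.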
a7 integrin act: activates integrin-mediated alleviation for muscular dystrophy; alpha7betagal myoblasts, beta-gal FDG fluorescence, 48 h; Potency, µM (doses to about 38.3 µM), for inactives: at the highest dose activation, most hits filed as activators; 350,000 compounds, 0.064% hits;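 note: potency is the fitted concentration of half-maximal effect; 100% = response of the positive control SU9516; nearly all actives have a fitted effect of over 60% in size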
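Alpha7betagal+/- myoblasts (passage 13) were plated 16-24 hr, then exposed to compounds (1:260 dilution of DMSO stock) for 48 hours at 37C. After MPER lysis, β-galactosidase reporter activity was read as FDG fluorescence (ex 480/em 540) after 30 minutes.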
ASM inhibitor: blocks human secretory acid sphingomyelinase | P17405 | placental ASM, HMU-PC fluorogenic substrate, 60 min | 340,000 compounds, 0.006% hits | Potency, µM (doses to about 57.5 µM), inactives show at the highest dose activity change, negative = inhibition, actives largely listed as inhibitors; note: potency is the fitted concentration of half-maximal effect
Target sequence (P17405 47-631 limits assumed): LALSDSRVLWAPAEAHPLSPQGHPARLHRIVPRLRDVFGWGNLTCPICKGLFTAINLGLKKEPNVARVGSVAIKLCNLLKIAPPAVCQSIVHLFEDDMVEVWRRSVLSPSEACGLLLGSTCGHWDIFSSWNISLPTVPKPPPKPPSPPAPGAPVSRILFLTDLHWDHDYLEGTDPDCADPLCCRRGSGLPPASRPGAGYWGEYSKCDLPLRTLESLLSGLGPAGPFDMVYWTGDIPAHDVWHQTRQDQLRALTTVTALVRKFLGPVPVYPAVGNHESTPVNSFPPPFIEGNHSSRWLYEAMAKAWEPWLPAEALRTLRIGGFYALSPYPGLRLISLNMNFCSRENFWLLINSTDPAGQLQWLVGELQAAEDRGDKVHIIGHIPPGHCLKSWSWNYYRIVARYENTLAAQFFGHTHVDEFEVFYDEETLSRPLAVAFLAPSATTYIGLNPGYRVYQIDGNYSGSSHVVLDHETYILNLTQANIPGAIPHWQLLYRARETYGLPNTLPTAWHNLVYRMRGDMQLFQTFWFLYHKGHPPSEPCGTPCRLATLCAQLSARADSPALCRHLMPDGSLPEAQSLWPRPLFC
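Steps: dispense placental human ASM, pin compound, wait 10 min at room temperature, add HMU-PC0 substrate at 9 uM final, incubate 60 min at 37 °C, add stop solution raising pH to 10, read fluorescence.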
AT treatment: potential ataxia-telangiectasia treatments restoring KAP-1 phosphorylation | Potency, µM (doses to about 57.5 µM), inactives show top-dose activation, usual class: activators | […] A-T fibroblasts, KAP-1 phosphorylation AlphaLISA; neocarzinostatin DNA damage 30 min before lysis | 320,000 compounds, 0.19% hits; note: potency is the fitted concentration of half-maximal effect; % of control where 0% means no effect; nearly all actives have a fitted effect of over 45% in size
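ATM-like activity read as KAP-1 phosphorylation via AlphaLISA donor/acceptor antibody pairs after lysis and 6 hr at 25C. Cells were ATM-null patient fibroblasts ([…], hTERT), dosed 60 min, then exposed to the DSB inducer NCS for 30 min.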
TSHR antagonist: human thyrotropin receptor antagonism; activity change, negative = inhibition, % at 11.5 µM; 330,000 compounds, 0.2% hits; P16473; TSHR-expressing cells, TSH-stimulated cAMP HTRF, 2 h; active compounds read low;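 active = activity change below a set negative limit, meaning inhibition stronger than a set level, cut at about -70% in these data; inconclusive = activity change between two set negative limits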; note: % is set by controls: 0 for no effect and ±100 for the full control effect
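Inhibition of cAMP made by TSHR-expressing cells under TSH stimulation (4nM final, EC80; 2 h, 37 deg C) is quantified with a one-step lysis HTRF kit, anti-cAMP cryptate versus cAMP-d2.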
Mito fusion yeast: inhibitors of mitochondrial division or activators of mitochondrial fusion; S. cerevisiae fusion-defective mutant growth rescue, CellTiterGlo 48 h; Potency, µM (doses to about 46.1 µM), for the others: at the highest dose growth rescue (activation), actives largely listed as activators; 320,000 compounds, 0.23% hits; AID 485298;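 note: potency is the fitted concentration of half-maximal effect; % of control where 0% means no effect; nearly all actives have a fitted effect of over 45% in size; temperature-sensitive fusion mutants such as fzo1-1 at 37 °C on non-fermentable ethanol glycerol medium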
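Yeast fusion mutant, YPEG (non-fermentable carbon), compound, 48 h at 37C non-permissive; CellTiterGlo added, 10 min RT, luminescence read. Rescued growth = division inhibition.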
ELG1 repair inh: ELG1-dependent DNA repair inhibition | HEK293T ELG1-luciferase reporter, luminescence, 16 h; DNA damage induced by 5-fluorouridine | Potency, µM (doses to about 46.1 µM), for inactives: at the highest dose activity change, negative = inhibition, hits mostly inhibitors | 330,000 compounds, 2.3% hits | AID 504467; note: potency is the fitted concentration of half-maximal effect; % is set by controls: 0 for no effect and ±100 for the full control effect; nearly all actives have a fitted effect of over 55% in size
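HEK293T cells expressing luciferase-tagged ELG1 (2,000/well) received 5-Fluorouridine plus compound or DMSO for 16 hr at 37 °C. Luciferase was read by ONE-Glo luminescence after 30 min at room temperature.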
Starred values were filed as active, the others as inactive; ? = inconclusive; nt = no result given; & = joins results of further samples; [ ] = another dose, or the depositor's remark. Unless noted, calls come from the whole dose curve; as a rule, active = well fitted curve in the direction sought with a large enough effect; inconclusive = small, poorly fitted or top-dose-only effect, or another doubt; inactive = no such curve, though single readings can be large; an effect the other way counts as inactive or inconclusive. Outcome played no part in choosing rows; 3.2% or so of the library scored in one or more.

SMILES	PTAP TSG101 blk	Chronic BCR inh	Tb PFK block	TCR activator	Eya2 inh	a7 integrin act	ASM inhibitor	AT treatment	TSHR antagonist	Mito fusion yeast	ELG1 repair inh
O=C(CN1C2=NCCCN2c2ccccc21)c1ccc(Br)s1	-1%	-1%	3%	0%	23%	?	-4%	-4%	1	-4%	-16%
COc1ccccc1C(=O)Nc1nnc(CCc2ccccc2)s1	-9%	?	-3%	2%	-6%	16%	-10%	4%	-5	8%	-16%
Cc1nn(C(CC(=O)O)C(=O)O)c(C)c1Br (configuration not stated)	-4%	-1%	-1%	-1%[46.1 µM]	-3%	-23%	1%	-4%	4	-1%	10%
O=S1(=O)N=C(Nc2nc3c(s2)CCCC3)c2ccccc21	-3%	?	0%	1%[46.1 µM]	-4%	14%	-2%	10%	-10	0%	?
O=C1N[C@@H](Cc2ccccc2)COC(=O)[C@@H](Cc2ccc(F)cc2)CC/C=C/C[C@H]1CC(=O)N(CCO)Cc1ccccc1	nt	-1%	2%	1%	-2%	-43%	-13%	-8%	7	nt	?
Cc1csc(C(C#N)C(=O)c2ccc(S(=O)(=O)N3CCCC3)cc2)n1 (configuration not stated)	0%	1%	1%	3%	-13%	7%	0%	-1%	-14	0%	1%
O=C(Nc1ccc(Cl)cc1)c1nc[nH]c1C(=O)N1CCN(c2ccccc2)CC1	0%	?	-7%	5%	7%	11%	2%	-16%	25	nt	5%
O=C(Nc1ccccc1)Nc1cccn(Cc2c(F)cccc2Cl)c1=O	-10%	18%	-5%	-1%	5%	-13%	-5%	2%	-17	13%	-9%
Cc1ccc(-c2nc3ccccc3[nH]2)cc1NC(=O)c1sc2ccccc2c1Cl	-10%	0%	-4%	0%	3%	12%	-5%	0%	10	-2%	-11%
O=C(O)CN1C(=O)C2C3CC(C2C1=O)C1C(c2ccc(Cl)cc2)c2sc(=O)[nH]c2SC31 (configuration not stated)	-8%	-5%	-11%	3%	8%	15%	13%	-1%	-5	0%	-10%
Cc1ccsc1/C=N/Nc1nc(=O)[nH]nc1C	-10%	-21%	-30%	8%	-13%	-39%	-1%	-2%	0	7%	?
CN(C)/C=C/C(=O)Oc1ccc(Cl)cc1Cl	-2%	?	-16%	3%	-1%	10%	-2%	2%	19	-4%	?
COc1ccccc1CC(=O)Nc1ccc(S(=O)(=O)N2CCCCC2)cc1	-1%	10%	2%	-18%	2%	?	5%	5%	5	13%	?
COc1ccc(/C(C)=N\n2cnnc2)cc1	-3%	0%	12%	-4%	-2%	-15%	1%	5%	10	-1%	1%
CCCc1cc(=O)n2[nH]c(-c3ccc(OC)cc3)nc2n1	-2%	?	3%	-1%	-11%	-7%	2%	1%	-7	0%	?
CC(NS(=O)(=O)c1ccc(Cl)cc1)C(c1cccs1)N1CCN(C)CC1 (configuration not stated)	1%	0%	-5%	-5%[46.1 µM]	-14%	0%	1%	1%	-5	1%	-4%
NC(=O)COc1c(-c2ccc(Br)o2)oc2ccccc2c1=O	-8%	15%	-3%	nt	-11%	8%	340%[activator]	-11%	6	3%	-25%
O=C(O)C1=C[C@@H](c2coc3ccccc3c2=O)C[C@@H](OCc2ccc(CO)cc2)O1	nt	4%	-13%	-1%	-15%	39%	8%	-10%	-3	2%	16%
O=C(OCC(=O)N1CCCc2ccccc21)c1cccnc1Cl	-6%	0%	5%	-9%[46.1 µM]	4%	3%	0%	0%	-5	-1%	16%
CCOC(=O)c1ccc(N/C(=N\S(=O)(=O)c2ccccc2C)c2ccccc2)cc1	5%	-4%	4%	6%	-2%	-6%	-18%	5%	-7	22%	-14%
O=C(Nc1ccc2nn(-c3ccccc3)nc2c1)c1cccnc1	-10%	10%	-1%	-2%	0%	-8%	1%	12%	-16	14%	?
Cc1nc(SCC(N)=O)c([N+](=O)[O-])[nH]1	0%	-3%	1%	nt	4%	-4%	-3%	-9%	30	2%	9%
COc1ccc(C)cc1NC(=O)CCCN1C(=O)CCC1=O	-4%	?	0%	-4%	19%	-1%	6%	nt	6	-3%	13%
O=C(O)C1=CCCNC1	0%	nt	nt	6%	-5%	nt	2%	nt	-5	-6%	nt
CCOC(=O)c1ccc(S(=O)(=O)N2CCN(CC(=O)NC(=O)NC(C)(C)C)CC2)cc1	-2%	?	-7%	18%	4%	11%	0%	-7%	-2	-2%	?
O=C(CCc1ccccc1)Nc1nc2ccc(S(=O)(=O)N3CCOCC3)cc2s1	0%	7%	-1%	0%	-1%	0%	-1%	3%	0	-4%	?
N#CCSc1nc2ccccc2c2nc3ccccc3n12	-2%	?	-2%	0%[46.1 µM]	-9%	8%	nt	0%	3	17%	21µM*
CSC1=N/C(=C\c2ccc(C)o2)C(=O)S1	-11%	?	2%	3%	1%[15.4 µM]	8%	-11%	-23%	2	1%	-6%
COc1cc(C#N)c(NC(=O)CN2CCN(CCO)CC2)cc1OC	-1%	1%	-1%	0%	4%	16%	9%	0%	-2	-1%	8%
Cc1ccc(OCC(=O)NC(=S)Nc2ccc(Br)cn2)cc1C	-1%	8%	5%	1%	-23%	-23%	0%	4%	-2	-3%	8%
CC[C@@]1(C(=O)OC)N[C@H](CN(C)C(=O)COC)[C@@H]2C(=O)N(C)C(=O)[C@@H]21	2%	1%	3%	9%	1%	-27%	1%	2%	-6	nt	6%
COc1ccccc1NC(=O)CC(=O)Nc1ccccc1OC	-1%	3%	4%	-3%	-4%	13%	0%	-1%	-7	-5%	12%
CCC(C)NC(=O)CN1C(=O)CSc2ccc(S(=O)(=O)N3CCCC3)cc21 (configuration not stated)	-5%	1%	-6%	-7%	6%	-10%	-2%	-3%	-125*	nt	0%
COc1cc(/C=N/NC(=O)Cc2cccs2)c([N+](=O)[O-])cc1OC	-5%	-9%	4%	-2%[46.1 µM]	1%	-14%	-1%	-5%	31	-4%	?
CCn1c(SCC(=O)NC2CCCCC2)nnc1-c1ccco1	-4%	-2%	-1%	5%	1%	-15%	5%	6%	3	2%	?
CCN(C(=O)CSc1n[nH]c(-c2ccccc2)n1)c1c(N)n(Cc2ccccc2)c(=O)[nH]c1=O	-4%	3%	-3%	-1%	-3%	-6%	0%	-1%	23	-2%	5%
CCN(CC)CCNC(=O)Cn1ncc2ccccc2c1=O	-3%	-1%	-6%	0%	-6%	-22%	1%	-23%	-5	1%	4%
Cc1cc(NC(=O)c2ccc(N3CCCC3)c([N+](=O)[O-])c2)no1	-2%	13%	3%	5%	11%	9%	-3%	1%	-6	-7%	?
Cc1c(OCC(=O)NC(Cc2ccc(Cl)cc2)C(=O)O)ccc2c3c(c(=O)oc12)CCC3 (configuration not stated)	1%	14%	2%	-5%	8%	9%	9%	-7%	-12	5%	-15%
CC(C)(Sc1ccc(CCN(CCCCC2CCCCC2)C(=O)NC2CCCCC2)cc1)C(=O)O	-8%	9%	-1%	-1%	3%&11%	nt	-1%	-8%	-22&-21	-46%&-29%[inhibitor]	-11%
O=C1c2ccccc2NC(c2cnc3ccccc3n2)N1O (configuration not stated)	1%	?	-1%	0%	-6%	-18%	3%	-8%	-7	-2%	?
COc1ccc(S(=O)(=O)CCC(=O)NCc2ccc(C)o2)cc1	-5%	-7%	0%	-1%	-12%	0%	-1%	1%	1	-3%	7%
Cc1ccc(NC(=O)C2CCCN(C3=NS(=O)(=O)c4ccccc43)C2)c(O)c1 (configuration not stated)	-2%	0%	-6%	nt	8%	17%	-2%	1%	-2	-2%	14%
COc1ccc(S(=O)(=O)NC2CC(C)(C)NC(C)(C)C2)c(C)c1C	nt	?	-2%	nt	0%	nt	nt	-2%	10	-3%	19%
O=C(NC1CCCC1)c1cc(-c2ccc(Cl)c(Cl)c2)on1	-7%	-7%	-2%	-3%	2%	3%	-4%	4%	-43	-14%	?
COc1cc(OC)cc(C(=O)NCCOC23CC4CC(CC(C4)C2)C3)c1	-1%	?	0%	-4%	-27%	0%	6%	3%	-13	8%	-27%

Assay outcomes: PubChem BioAssay, National Center for Advancing Translational Sciences (NCATS)
